# EPAC1 antagonist: qHTS for Antagonist of cAMP-regulated guanine nucleotide exchange factor 3 (EPAC1): primary screen | Rap guanine nucleotide exchange factor 3 (Homo sapiens), O95398 | EPAC1 GEF assay, Rap1b-BODIPY-GDP exchange fluorescence | Potency, µM (top dose mostly 115 µM), inactives show top-dose activity change, negative = inhibition, most hits filed as inhibitors | 360,000 tested, 0.14% active | AID 720709, 2013;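 also: potency is read from the fitted curve at half-maximal effect; plate controls were vehicle for no effect and positive control for full effect; nearly all actives have a fitted effect of over 50% in size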
# IL2 activator: qHTS of IL-2 Activators; 360,000 tested, 0.065% active; activation, % (series mostly up to about 46 µM); IL-2 activation reporter assay, cell-based qHTS; stimulated with anti-CD3/CD4/CD28 beads; in transgenic mouse T cells; AID 652025, 2013; in the data active = activation above about 50%; inconclusive = mostly about 30% to 49%; also: 0% is about no effect
#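 Readout: EGFP and DsRed signals by fluorescent plate cytometry. Unstimulated transgenic mouse T cells received compound 60 min before antibody-bead stimulation, then incubated 18 h at 37 degrees C.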
# PTHR1 agonist: qHTS for PTHR1 Agonists: Primary Screen; 410,000 tested, 0.075% active; Parathyroid hormone/parathyroid hormone-related peptide receptor (Homo sapiens), Q03431; Potency, µM (series often up to 115 µM), without a hit: at the top dose activation, usual class: activators; HEK293 GP2 PTHR1 cells, GloSensor cAMP luminescence, 1 h; also: potency is read from the fitted curve at half-maximal effect; nearly all actives have a fitted effect of over 55% in size; some results filed as inactive show a strong effect at the top dose; inactives centre near -15; many of its hits are not listed in these tables
#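 HEK-293-derived GP2 cells expressing PTHR1 and a GloSensor cAMP reporter, 3,000/well, plated overnight, given luciferin plus IBMX (each 0.5 mM as added) for 1 h at 37 °C, then compound for 1 h at 37 °C. Luminescence was read after 15 min at room temperature.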
# PI5P4K alpha inh: qHTS for Inhibitors of phosphatidylinositol 5-phosphate 4-kinase (PI5P4K); Phosphatidylinositol 5-phosphate 4-kinase type-2 alpha (Homo sapiens), P48426; PI5P4Kalpha enzyme, ADP-Glo luminescence, 60 min; stronger effect = lower value; max response, %; 330,000 tested, 1.2% active; active = max response of -50% or lower; inconclusive = between -30% and -50%; inactive = -30% or higher; also: value at the top dose of about 77 µM; % is scaled to controls: 0 for no effect and ±100 for the full control effect
# Target sequence (P48426 whole entry, looked up): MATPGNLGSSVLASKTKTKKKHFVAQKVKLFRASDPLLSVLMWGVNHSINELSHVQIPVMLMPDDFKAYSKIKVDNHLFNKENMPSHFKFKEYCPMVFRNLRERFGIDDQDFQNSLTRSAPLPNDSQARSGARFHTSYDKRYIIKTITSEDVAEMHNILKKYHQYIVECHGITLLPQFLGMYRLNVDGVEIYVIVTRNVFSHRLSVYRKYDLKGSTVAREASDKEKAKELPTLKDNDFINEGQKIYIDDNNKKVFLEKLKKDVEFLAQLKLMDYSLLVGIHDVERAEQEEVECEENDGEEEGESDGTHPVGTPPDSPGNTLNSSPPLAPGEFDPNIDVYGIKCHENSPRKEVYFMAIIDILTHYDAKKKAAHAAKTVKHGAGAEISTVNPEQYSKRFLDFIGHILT
#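 Luminescence from ADP-Glo served as readout of PI5P4Kalpha activity in a qHTS format. Reaction: enzyme, substrate, compound, ATP at 5 microM final, 60 min at RT.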
# PLK1 PBD inh: qHTS for Inhibitors of PLK1-PDB (polo-like kinase 1 - polo-box domain): Primary Screen; Potency, µM, for inactives: max response, negative = inhibition, most hits filed as inhibitors; Serine/threonine-protein kinase PLK1 (Homo sapiens), P53350; 360,000 tested, 2.8% active; Plk1 PBD binding of FITC phosphopeptide, fluorescence polarization; also: potency is read from the fitted curve at half-maximal effect; series mostly up to about 57 µM; % is scaled to controls: 0 for no effect and ±100 for the full control effect; nearly all actives have a fitted effect of over 65% in size
# Target sequence (P53350 whole entry, looked up, the tested form may be a part): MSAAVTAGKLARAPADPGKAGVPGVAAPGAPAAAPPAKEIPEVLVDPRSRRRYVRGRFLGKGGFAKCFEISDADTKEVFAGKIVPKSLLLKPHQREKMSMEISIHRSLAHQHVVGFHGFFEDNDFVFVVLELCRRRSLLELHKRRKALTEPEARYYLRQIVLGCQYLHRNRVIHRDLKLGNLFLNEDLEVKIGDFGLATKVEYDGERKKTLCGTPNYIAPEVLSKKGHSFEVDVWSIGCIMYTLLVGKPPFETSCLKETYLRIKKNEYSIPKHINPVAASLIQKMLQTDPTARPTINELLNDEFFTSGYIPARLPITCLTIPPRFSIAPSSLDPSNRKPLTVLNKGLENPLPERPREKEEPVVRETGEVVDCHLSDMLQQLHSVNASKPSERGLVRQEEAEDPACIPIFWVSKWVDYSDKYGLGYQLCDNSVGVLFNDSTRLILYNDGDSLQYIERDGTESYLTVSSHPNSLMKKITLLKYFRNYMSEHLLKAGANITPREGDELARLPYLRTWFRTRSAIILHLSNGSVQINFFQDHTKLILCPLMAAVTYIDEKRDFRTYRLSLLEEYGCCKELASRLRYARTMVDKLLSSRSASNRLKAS
# GLP-1R agonist: qHTS of GLP-1 Receptor Agonists; HEK293 GLP-1R CRE-luciferase, luminescence, 4-6 h; cells express a hypersensitive GLP-1R form; Potency, µM (titrated, usually from 45.6 µM), for the others: at the top dose activation, most hits filed as activators; 380,000 tested, 0.007% active; AID 624172, 2012; also: potency is read from the fitted curve at half-maximal effect; % of control where 0% means no effect
# GLP1R inv ag: qHTS of GLP-1 Receptor Inverse Agonists (Inhibition Mode) | Glucagon-like peptide 1 receptor (Homo sapiens), P43220 | HEK293 GLP-1R CRE-luciferase, luminescence, 24 h; GLP-1R form is constitutively active | Potency, µM (series often up to 38.3 µM), for inactives: at the highest dose activity change, negative = inhibition, most hits filed as inhibitors | 410,000 tested, 1.6% active | AID 624417, 2012; also: potency is read from the fitted curve at half-maximal effect; % is scaled to controls: 0 for no effect and ±100 for the full control effect; nearly all actives have a fitted effect of over 55% in size
#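 GLP-1R inverse agonism mode: basal reporter luminescence in engineered HEK293 cells measured after one day of compound exposure at 37 deg C, with a 12 min room-temperature detection step.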
# EPAC1 agonist: qHTS for Agonist of cAMP-regulated guanine nucleotide exchange factor 3 (EPAC1): primary screen. Rap guanine nucleotide exchange factor 3 (Homo sapiens), O95398. EPAC1 agonist qHTS, biochemical assay; response scale: 100% = response to 6.5 mM cAMP. Potency, µM (titrated, usually from 154 µM), without a hit: at the highest dose activation, most hits filed as activators. 360,000 tested, 0.073% active. AID 720707, 2013; also: potency is read from the fitted curve at half-maximal effect; nearly all actives have a fitted effect of over 60% in size
#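 Compounds were pinned as a concentration titration into mixtures of EPAC1 (100 nM), BODIPY-GDP-loaded Rap1B (250 nM) and GDP (50 uM). After 5 min at room temperature, fluorescence was followed for 30 min; activity was scaled to 6.5 mM cAMP.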
# GLP1R cytotox: qHTS of GLP-1 Receptor Inverse Agonists: Cytotox Screen. HEK293 cAMP-luciferase reporter cells, luminescence, 24 h. 410,000 tested, 0.13% active. Potency, µM (titrated, usually from 38.3 µM), for the others: at the top dose activity change, negative = inhibition, usual class: inhibitors;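 also: loss of luciferase light is scored as toxicity; potency is read from the fitted curve at half-maximal effect; % is scaled to controls: 0 for no effect and ±100 for the full control effect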
#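 MLSMR compounds, 24 hr on cells at 37 deg C/5% CO2; luminescence after luciferase reagent (12 min RT). Inhibition counted as the undesired cytotoxic outcome.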
# An asterisk follows results filed as active; i = inactive; ? = inconclusive; . = no result given; [ ] = another dose, or the depositor's remark. Unless noted, calls follow the shape of the dose curve; as a rule, active = well fitted curve in the direction sought with a large enough effect; inconclusive = small, poorly fitted or top-dose-only effect, or another doubt; inactive = no such curve, though single readings can be large; an effect the other way counts as inactive or inconclusive. This is a subset; count on the stated rates, not on these rows.
SMILES,EPAC1 antagonist,IL2 activator,PTHR1 agonist,PI5P4K alpha inh,PLK1 PBD inh,GLP-1R agonist,GLP1R inv ag,EPAC1 agonist,GLP1R cytotox
CCOC(=O)c1[nH]c(C)c(C(=O)Nc2ccc(C)c(Cl)c2)c1C,0%,0.1,-7%[57.5 µM],.,-1%,-12%,0%,-10%,2%
CCCCc1c(O)nc(SCC(=O)N2CCOCC2)[nH]c1=O,-12%,0.6,i,-27,-11%,-8%,9%,-4%,-13%
COc1cc(NC(=O)Nc2nnc([C@H]3C[C@H](O)[C@@H](CO)O3)s2)cc(OC)c1,-1%,0.2,-19%,-10,3%,1%,10%,3%,1%
O=C(CSc1nncs1)Nc1nccs1,-27%,-1.0,0%,-6,-15%,6%,63%[activator],13%,5%
C/C(=N\N1CCN(Cc2ccc(Cl)cc2)CC1)c1ccc(F)cc1,-14%,-1.4,-26%,2,3%,26%,?,4%,5%
C[C@@H]1CN([C@H](C)CO)C(=O)CCCn2nncc2CO[C@H]1CN(C)C(=O)c1ccc(N2CCN(C)CC2)cc1,9%,-0.7,-19%,4,-6%,1%,-8%,9%,4%
O=C(NCc1ccccc1)C(c1cc2ccccc2o1)n1c(=O)c(-c2ccco2)nc2ccccc21 (stereo not given),-10%,-0.1,-20%,?,-27%,.,-57%,5%,-22%
Cc1nc2c(C)cccc2c2c1CCN2c1ccccc1F,19%,-0.8,i,3,-22%,10%,?,7%,-3%
c1ccc(-c2cnc(C3CCCCC3)o2)cc1,-13%,0.0,-11%,-6,-11%,13%,0%,5%,-8%
COc1ccc(NC(=O)c2c(Cl)nc3ccccn23)cc1,3%,-3.0,i,-1,-6%,11%,23%,6%,2%
O=c1[nH]nc(Sc2ncnc3sccc23)n1CCc1ccccc1,13%,-0.3,-23%,-16,-20%,-7%,5.6µM*,1%,?
CS(=O)(=O)N(CC(=O)NCCSc1ccccc1)c1cc(C(F)(F)F)ccc1Cl,.,.,-20%,.,.,-2%,?,.,5%
Cn1ccc2c(-c3cccc4ccccc34)cc3c(c21)C1CCC3O1 (stereo not given),-1%,0.2,-8%,32,-9%,2%,-25%,14%,3%
COc1ccc(OC)c(NS(=O)(=O)c2ccc(Cl)s2)c1,10%,1.6,i,.,-3%,2%,-28%,3%,-10%
O=C(Nc1ccccc1N1CCOCC1)c1cccc([N+](=O)[O-])c1,3%,4.5,i,1,-2%,3%,1%,-5%,-9%
CCCn1c(/N=C/c2ccc3c(c2)OCO3)nc2ccccc21,5%,-0.2,-11%[57.5 µM],.,-10%,0%,5%,7%,3%
COc1ccc(/C=C2\Sc3ccc(C(=O)NC4CC4)cc3N(C)C2=O)cc1OC,5%,-0.9,i,1,-2%,?,-21%,-12%,-8%
C#CCOc1ccc(/C=C2/C(=O)N(c3cccc(C(=O)O)c3)N=C2C)cc1OC,?,-2.1,-17%,-19,1.9µM*,1%,26%,12%,-2%
O=C(Nc1cc(Cl)ccc1N1CCOCC1)C1=COCCO1,12%,5.3,i,7,-2%,24%,37%[activator],-5%,-1%
Cc1ccc(N2C(=O)CC(N3CCN(S(=O)(=O)c4ccccc4)CC3)C2=O)c(C)c1 (stereo not given),6%,-0.6,-40%[inhibitor],0,2%,-9%,5%,7%,8%
CCN1CCN(C(c2ccccc2)c2nnnn2CCc2ccc(OC)c(OC)c2)CC1 (stereo not given),-1%,-2.3,i,-4,-11%,-4%,13%,-4%,-13%
O=S(=O)(Cc1ccccc1)N1CCc2ccccc2C1,-12%,-0.6,-22%,.,-4%,-10%,6%,6%,1%
COc1ccc(C(=O)NCc2nnc(SCC(=O)c3ccccc3)n2C)cc1OC,15%,-3.9,-15%,2,-1%,-3%,14%,4%,8%
CCOc1ccc(/C(=N\O)C(C)NO)cc1 (stereo not given),-9%,1.9,-4%[57.5 µM],.,-5%,2%,-3%,2%,14%
CCCOc1ccc(/C=C2\SC(=S)N(CC3CCCO3)C2=O)cc1 (stereo not given),11%,-0.2,i,-3,-18%,4%,-6%,17%,7%

# Going on with the list.
SMILES,EPAC1 antagonist,IL2 activator,PTHR1 agonist,PI5P4K alpha inh,PLK1 PBD inh,GLP-1R agonist,GLP1R inv ag,EPAC1 agonist,GLP1R cytotox
CCn1c2ccccc2c2cc(NC(=O)COC(=O)c3cc(OC)c(OC)cc3OC)ccc21,-16%,-1.3,i,2,4%,16%,?,-16%,5%
O=c1[nH]c(=O)c2[nH]c(=O)n(-c3ccccc3)c2[nH]1,-10%,0.7,-19%,-57*,-10%,1%,17%,9%,3%
CCc1cccc(OCCCn2ccnc2)c1,8%,-0.9,-4%,2,-1%,5%,-3%,6%,-2%
CC(/C=C/c1ccc(O)cc1)=N/O,-17%,0.8,i,1,-7%,6%,8%,8%,0%
OCC1(Cc2ccccc2)CCN(C2CCN(c3ccccc3F)CC2)CC1,-3%,-2.1,-31%,7,0%,-1%,?,-6%,?
NS(=O)(=O)c1ccc(NC(=O)c2ccc(COc3ccccc3)o2)cc1,-5%,4.1,i,0,-7%,9%,15%[7.66 µM],-7%,6%[7.66 µM]
Cc1cccc(OCC(=O)Nc2cc(S(=O)(=O)N3CCCCC3)ccc2N2CCN(C)CC2)c1,-6%,0.0,i,2,2%,18%,?,0%,3%
O=C(CN(Cc1ccccc1)S(=O)(=O)c1ccc(F)cc1)NCc1cccnc1,-9%,-1.3,i,2,4%,3%,4%,7%,-3%
Cc1cccn2c(=O)c(C(=O)NCCCN3CC(C)CC(C)C3)c(O)nc12 (stereo not given),2%,0.1,-4%,1,3%,-1%,?,2%,-8%
O=C(c1cc2ccccc2o1)N1CCN(Cc2nc3ccccc3s2)CC1,0%,1.8,i,2,-1%,-6%,?,10%,-17%
COc1cc(/C=C2/C(=O)ON=C2C)ccc1OCc1cccc(F)c1,-10%,-0.9,-41%[inhibitor],-1,1.1µM*,14%,10%,12%,-12%
Cc1cc(C)n2nc(C(=O)N3CCCC(Nc4ccc(C(C)C)cc4)C3)cc2n1 (stereo not given),23%,-1.1,i,5,2%,3%,13%,8%,-3%
CCCCN(C(=O)C1COc2ccccc2O1)c1c(N)n(CCC)c(=O)[nH]c1=O (stereo not given),12%,1.0,-7%,?,-8%,-1%,15%,6%,4%
Cc1cc(C)nc(-n2nc(C)c3c(C(F)(F)F)cc(=O)[nH]c32)n1,0%,0.8,i,3,0%,-7%,28%,4%,2%
Cc1cc(C)n(-c2ccc(C(=O)OC(C)C)cc2)n1,-13%,-0.3,-4%[57.5 µM],.,-12%,3%,3%,6%,3%
CCN1CCN(c2ccc(NC(=O)c3cccnc3)cc2Cl)CC1,-2%,-2.2,i,-1,-12%,-8%,?,9%,-5%
COc1ccc(S(=O)(=O)Cc2ccc(C(=O)NC3CC3)o2)cc1,1%,-3.2,-33%,2,31%[activator],-2%,6%,3%,-5%
CC(=O)NCCNC(=O)C1Cc2c(-c3ccc4c(c3)OCO4)ccnc2O1 (stereo not given),3%,-0.2,i,-10,1%,-1%,10%,-20%,3%
Cc1ccc(C(C(=O)NC2CCCCC2)N(C(=O)c2csnn2)c2ccccc2F)o1 (stereo not given),-2%,-0.4,i,7,-5%,7%,?,1%,-5%
Cc1cc(/C=C2\SC(N)=NC2=O)c(C)n1-c1ccccc1,10%,0.1,i,?,8%,13%,25%,-8%,-1%
COc1cccc(NC(=O)C2(C)CCN2Cc2ccc(SC)cc2)c1 (stereo not given),0%,-0.5,-4%,15,4%,25%,?,-3%,2%
COc1ccc(CC(=O)Nc2ccc(C(=O)Nc3ccccc3C(=O)O)cc2)cc1OC,-10%,-3.2,i,-20,-8%,0%,34%[activator],2%,10%

# Entries listed so far that bear a hit mark in PI5P4K alpha inh.
mol	EPAC1 antagonist	IL2 activator	PTHR1 agonist	PI5P4K alpha inh	PLK1 PBD inh	GLP-1R agonist	GLP1R inv ag	EPAC1 agonist
O=c1[nH]c(=O)c2[nH]c(=O)n(-c3ccccc3)c2[nH]1	-10%	0.7	-19%	-57*	-10%	1%	17%	9%

# Ordered by number of heavy atoms (smallest number first): part of the list above.
SMILES,EPAC1 antagonist,IL2 activator,PTHR1 agonist,PI5P4K alpha inh,PLK1 PBD inh,GLP-1R agonist,GLP1R inv ag,EPAC1 agonist,GLP1R cytotox
CC(/C=C/c1ccc(O)cc1)=N/O,-17%,0.8,i,1,-7%,6%,8%,8%,0%
O=C(CN(Cc1ccccc1)S(=O)(=O)c1ccc(F)cc1)NCc1cccnc1,-9%,-1.3,i,2,4%,3%,4%,7%,-3%
Cc1ccc(C(C(=O)NC2CCCCC2)N(C(=O)c2csnn2)c2ccccc2F)o1 (stereo not given),-2%,-0.4,i,7,-5%,7%,?,1%,-5%

# Some of the entries above in another layout:
compound | EPAC1 antagonist | IL2 activator | PTHR1 agonist | PI5P4K alpha inh | PLK1 PBD inh | GLP-1R agonist | GLP1R inv ag | EPAC1 agonist | GLP1R cytotox
COc1ccc(S(=O)(=O)Cc2ccc(C(=O)NC3CC3)o2)cc1 | 1% | -3.2 | -33% | 2 | 31%[activator] | -2% | 6% | 3% | -5%
CC(=O)NCCNC(=O)C1Cc2c(-c3ccc4c(c3)OCO4)ccnc2O1 (stereo not given) | 3% | -0.2 | i | -10 | 1% | -1% | 10% | -20% | 3%

# Bioassay records as filed in PubChem.
